# HGIII-sPLA2 inh – Inhibits HGIII-sPLA2 liposome hydrolysis, primary screen. Q9NZ20. QFRET BODIPY PC-A2 liposome hydrolysis, fluorescence. inhibition, % at 12.2 µM. 370,000 compounds, 0.56% hits;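 active = inhibition above mean plus 3 SD of compounds lying within the high and low control bounds, cut at about 19% in these data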;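 also: 0% = median of test compound wells and 100% = no enzyme DMSO wells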
# PLC-beta3 inh – inhibitors of human phospholipase C beta3; Q01970; Purified PLC-beta3, fluorogenic substrate, fluorescence; inhibition, % at 12.2 µM; 370,000 compounds, 0.18% hits; AID 720704; in the data active = inhibition above about 11%;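 also: 0% = median of compound wells on plate and 100% = full blocker control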
# ARFGAP1 inhibitor – inhibitors of rat ARFGAP1 | Q62848 | Arfgap1-stimulated ARF1 GTP hydrolysis, GDP FP detection | inhibition, % at 16.5 µM | 360,000 compounds, 0.26% hits | AID 651572;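 active = inhibition above a per-plate limit, mean inhibition of low control wells plus 3 SD, cut at about 25% in these data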;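 also: 0% = DMSO wells with enzyme and 100% = wells lacking Arfgap1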
# Target sequence (Q62848 1-136 limits assumed): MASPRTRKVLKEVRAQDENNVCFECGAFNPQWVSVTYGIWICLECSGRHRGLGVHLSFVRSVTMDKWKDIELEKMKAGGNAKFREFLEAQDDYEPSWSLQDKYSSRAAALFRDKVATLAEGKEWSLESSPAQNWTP
#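 system = rat Arfgap1 catalytic domain, aa 1-136 | technique = FP, GDP Alexa 633 tracer displaced from anti-GDP antibody, 620/688 nm | compound = one concentration, 16.5 µM, DMSO 1.26% | medium = HEPES-based buffer, pH 7.5 | timing = compound-enzyme preincubation 20 min, reaction 120 min, detection 60 min, 25 °C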
# DDE Tn6 FP inh – DD(E)-Tn6 binding inhibition, primary FP screen. P02675. 370,000 compounds, 0.21% hits. Fibrin DD(E) TRITC-Tn6 fluorescence polarization displacement. inhibition, % at 8.3 µM;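 active = inhibition above a per-campaign cutoff: mean of compounds within control limits plus 3 SD, cut at about 15% in these data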;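 also: 0% = median of all compound wells on the plate and 100% = blocking peptide control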
# Rev-erbA mod – Rev-erb alpha (human) modulation; P20393; Rev-erbα–FITC-DNA binding, fluorescence polarization, 90 min; activity, % at 10 µM; 370,000 compounds, 0.79% hits; AID 1259318;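 active = activity above about 14%, limit read from the data; passing the limit was not always enough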;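 also: 0% = DMSO wells with 35 nM protein and 100% = DMSO wells with 750 nM protein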
# Target sequence (P20393 whole entry, looked up): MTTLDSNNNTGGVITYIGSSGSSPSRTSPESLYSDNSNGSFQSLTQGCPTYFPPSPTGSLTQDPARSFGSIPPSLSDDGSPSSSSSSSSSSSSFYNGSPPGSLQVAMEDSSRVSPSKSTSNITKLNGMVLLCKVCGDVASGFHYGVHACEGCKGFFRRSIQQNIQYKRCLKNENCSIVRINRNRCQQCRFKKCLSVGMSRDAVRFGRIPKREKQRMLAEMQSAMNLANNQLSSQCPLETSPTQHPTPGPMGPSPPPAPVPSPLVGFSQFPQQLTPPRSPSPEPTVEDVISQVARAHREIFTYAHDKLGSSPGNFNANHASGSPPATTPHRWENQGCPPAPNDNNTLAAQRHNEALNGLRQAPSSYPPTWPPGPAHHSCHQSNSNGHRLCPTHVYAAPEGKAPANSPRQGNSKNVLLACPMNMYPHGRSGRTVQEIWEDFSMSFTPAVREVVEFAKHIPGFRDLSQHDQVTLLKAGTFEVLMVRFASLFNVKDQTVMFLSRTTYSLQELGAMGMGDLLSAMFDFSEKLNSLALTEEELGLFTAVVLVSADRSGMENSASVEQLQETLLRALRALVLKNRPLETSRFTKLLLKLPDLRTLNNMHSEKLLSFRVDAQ
# UHRF1 binding – UHRF1 methyl-DNA binding inhibition | Q96T88 | UHRF1 binding to methylated oligo, TR-FRET | 370,000 compounds, 0.75% hits | inhibition, % at 4.4 µM | AID 687016; in the data active = inhibition above about 21%;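 also: UHRF1 SRA domain binding a hemimethylated CpG hairpin DNA probe; 0% = median of test compound wells and 100% = reference inhibitor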
# PLC-gamma1 inh – inhibitors of human phospholipase C gamma1 | AID 720700 | P19174 | purified PLC-gamma1, fluorogenic substrate, fluorescence | 370,000 compounds, 0.84% hits | inhibition, % at 12.2 µM; in the data active = inhibition above about 9.5%
# ASAP1 GAP inh – ASAP1 ArfGAP inhibition. ASAP1-stimulated ARF1 GTP hydrolysis, GDP FP detection. 360,000 compounds, 0.19% hits. AID 624377. inhibition, % at 16.5 µM; in the data active = inhibition above about 25%;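 also: 0% = vehicle with enzyme and substrate and 100% = no enzyme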
# KLK7 zymogen act – activates the human kallikrein-7 zymogen | P49862 | purified proKLK7, EDANS-DABCYL substrate fluorescence; 100% is mature enzyme control, 0% vehicle | activation, % at 7 µM | 370,000 compounds, 0.9% hits;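 active = activation above the mean of all tested compounds plus 3 SD, computed per campaign excluding outliers beyond control limits, cut at about 13% in these data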
# Target sequence (P49862 whole entry, looked up): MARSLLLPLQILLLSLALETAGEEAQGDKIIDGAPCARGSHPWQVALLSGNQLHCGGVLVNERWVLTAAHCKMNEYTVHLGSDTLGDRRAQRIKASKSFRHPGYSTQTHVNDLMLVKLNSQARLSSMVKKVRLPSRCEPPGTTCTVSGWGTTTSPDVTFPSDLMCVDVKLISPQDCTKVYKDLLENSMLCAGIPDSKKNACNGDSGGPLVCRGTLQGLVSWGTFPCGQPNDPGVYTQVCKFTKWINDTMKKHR
# DDE Tn7 FP inh – DD(E)-Tn7 binding inhibition, primary FP screen; P02675; FP displacement of FITC-Tn7 peptide from fibrin DD(E); 0% = median of compound wells per plate; inhibition, % at 8.3 µM; 370,000 compounds, 0.13% hits; AID 720508;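 active = inhibition above the mean of compounds falling within the control limits plus 3 SD of them, cut at about 14% in these data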;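 also: 0% = plate median of compound wells and 100% = 10 µM Aha-Tn7 peptide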
#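 Assay system: Fibrin-DD(E) protein isolated from polymerized human fibrin clots; read-out basis: percent inhibition; medium: Tris/NaCl/CaCl2 buffer, pH 7.8; signal: FP measurement; incubation: 10 min plus 3 h, room temperature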
# Numbers without * were called inactive; i = inactive.
# Values run as follows: KLK7 zymogen act	DDE Tn6 FP inh	HGIII-sPLA2 inh	ARFGAP1 inhibitor	PLC-gamma1 inh	DDE Tn7 FP inh	Rev-erbA mod	UHRF1 binding	ASAP1 GAP inh	PLC-beta3 inh
> COC(=O)c1ccc2c(=O)n(CCN3CCOCC3)c(SCC(=O)Nc3ccccc3OC)nc2c1
→ 0.8	0	-4	6	1	-7	1	0	-11	-6
> Cc1ccc2[nH]c3c(=O)n(CC(=O)NCCCN4CCN(c5ccc(F)cc5)CC4)ncc3c2c1
→ 0.2	-4	4	-1	0	-3	-2	1	3	0
> CCOC(=O)c1ccc(Nc2nc(=O)c3cccnc3s2)cc1
→ -0.3	-1	2	-15	-1	-11	4	-1	-6	6
> CCc1cccc(CC)c1NC(=S)N1CCn2cccc2C1c1cccnc1 (stereo not given)
→ 0.5	2	-2	11	-9	-3	4	1	3	-14
> Cc1cc(C)n(CCNS(=O)(=O)c2ccccc2)n1
→ 0.6	1	-1	-2	4	-4	-6	-2	-10	-2
> COc1ccc(OC)c(-c2cc(C(=O)NCCCn3ccnc3)no2)c1
→ 0.3	1	-12	-1	-29	-3	3	-2	13	-41
> O=C(NNc1ccc(O)cc1)c1ccc(Br)cc1
→ 0.5	4	3	9	-11	-7	-5	5	-2	-11
> O=C(CSC(=S)N1CCCC1)N1CCN(S(=O)(=O)c2cccc(F)c2)CC1
→ 0.0	6	-1	-3	0	3	-2	-4	-8	-5
> Clc1ccc(-c2ccn[nH]2)cc1
→ -0.2	-2	-1	-4	1	4	1	-1	5	3
> Cn1c(=O)n(C)c2cc(NC(=O)c3ccccc3NS(C)(=O)=O)ccc21
→ 0.2	2	1	-5	-2	3	4	-1	5	-2
> S=C(Nc1ccc(N2CCOCC2)cc1)Nc1ccc2nc(-c3ccco3)c(-c3ccco3)nc2c1
→ 0.1	-6	-9	7	-98	4	-25	-5	5	-135
> Cc1cccc(NC(=O)c2cnc3sccn3c2=O)c1
→ -0.5	-4	10	7	-11	5	-6	0	1	-12
> CN(c1ccccc1)S(=O)(=O)c1cccc(NC(=O)Cn2cnc3c2c(=O)n(C)c(=O)n3C)c1
→ -0.7	-5	-5	-2	3	0	-2	-2	0	-22
> CC1(C(=O)O)CCC(C(=O)Nc2ccc(S(N)(=O)=O)cc2)C1(C)C (stereo not given)
→ 0.6	2	3	-1	1	1	3	1	16	3
> COC(=O)c1c(-c2ccc(OC)cc2)c2c(c3c4cc(F)ccc4n(S(=O)(=O)c4ccc(C)cc4)c13)C(=O)N(C)C2
→ -0.4	-7	0	-5	-55	-4	-2	-3	0	-75
> O=C(NCC1CCCO1)C1CCN(C2CCN(CCCC3CCCC3)CC2)CC1 (stereo not given)
→ -1.0	3	9	9	-1	-3	-4	23*	4	-4
> CCOC(=O)CC1=C(C(=O)OCC)C(c2ccncc2)C(C#N)=C(N)O1 (stereo not given)
→ 0.1	3	-3	4	0	1	2	2	2	-3
> O=C(NCCc1ccccn1)C(F)(F)C(F)(F)C(F)(F)C(F)(F)C(F)(F)C(F)F
→ -0.3	-1	1	-1	2	0	-5	1	3	5
> Cc1ccc(N2CC(C(=O)Nc3c(C)n(C)n(-c4ccccc4)c3=O)CC2=O)cc1 (stereo not given)
→ 0.3	-7	14	-1	4	1	-2	21	3	-6
> CCN(C(=O)C(=O)c1c[nH]c2ccccc12)c1ccccc1
→ 0.6	1	-13	-6	2	-2	-2	0	-4	-3
> NS(=O)(=O)Oc1ccccc1
→ 0.9	2	8	7	1	2	3	13	-6	2
> Cc1ccc(NC(=S)NCC(C)C)cc1
→ 0.0	-3	16	0	8	-7	4	0	-8	3
> CCOC(=O)c1c(C)[nH]c(C(=O)COC(=O)/C=C/c2ccc(OCC#N)c(OC)c2)c1C
→ 0.3	0	0	-1	4	2	3	1	-1	-7
> COc1cc(NC(=O)Cn2c(=O)n(CC3CCCO3)c(=O)c3ccccc32)cc(OC)c1 (stereo not given)
→ 0.4	4	-6	12	-2	1	1	1	2	-10
> COc1ccc(Cl)cc1C(=O)NCC(C)C
→ -0.4	-4	-6	-1	2	-1	-3	3	2	1
> COc1ccccc1CN(C)C(=O)c1cc(-c2cc(OC)c(OC)c(OC)c2)nc2ccccc12
→ -0.9	-12	-9	16	i	-2	4	7	0	i
> O=C(c1ccc(S(=O)(=O)N2CCCCC2)cc1)N1CCCc2ccccc21
→ -0.1	-2	-5	6	-5	-2	-4	-1	-2	-7
> CN(c1ccc(C(=O)Nc2ccc(F)cc2F)cc1)S(=O)(=O)c1ccccc1
→ 0.1	2	-10	1	-2	9	-2	-1	-13	-14
> C[C@@]12CCC3[C@@](CCC4[C@@]3(C)CCC[C@@]4(C)C(=O)N3CCCCC3)(CC1=O)C2 (stereo not given in full)
→ 0.8	0	5	-4	0	6	0	0	9	3
> CS(=O)(=O)c1ccc(-c2sc3ccccc3c2C(=O)N2CCN(c3ccc(F)cc3)CC2)cc1
→ -0.3	6	-1	8	-4	1	-8	-2	-7	1
> CCN1C(=O)c2ccccc2Sc2ccc(C(=O)NCCCN3CCOCC3)cc21
→ -0.3	4	3	1	-1	6	-4	1	-8	-4
> CCOC(=O)c1ccc(CC(=O)c2oc3cc(O)ccc3c2C)o1
→ -41	3	-28	-5	-146	-2	1	3	8	-201
> O=C(O)c1ccccc1-c1nc(-c2ccccc2)c(-c2ccccc2)[nH]1
→ 0.4	11	-2	4	-41	-1	-9	1	8	-40
> CCOc1ccc(C(=O)NCCc2ccccc2)cc1
→ 0.2	4	1	-2	-2	4	-5	12	9	0
> CC(/C=C/c1ccccc1)=N\Nc1nc(-c2ccccc2)cs1
→ -2.7	3	-3	1	1	-1	2	-1	0	-1
> O=C(NCc1ccccc1Cl)NC(=O)c1ccccc1
→ 0.4	6	-3	10	-2	3	-1	1	7	-2
> COc1ccc(S(=O)(=O)NCC(=O)O)cc1C(=O)NC1CCCCC1
→ -0.1	-1	-4	14	2	-13	3	1	11	2
> CCN(CC(=O)Nc1c(F)cccc1F)C(=O)/C=C/c1ccc(S(=O)(=O)N2CCCCCC2)cc1
→ 0.5	0	-1	-7	-2	-3	7	-1	7	2
> COc1ccc(CNC(=O)C2CCN(S(=O)(=O)c3cccc4cccnc34)CC2)cc1
→ 0.0	5	2	3	0	-3	-5	0	-3	-2
> CN(C(=O)Cn1c(=O)oc2cc(S(=O)(=O)N3CCCC3)ccc21)C1CCCCC1
→ 0.3	4	-1	-12	-1	2	-4	-1	-2	-3
> COc1cccc(S(=O)(=O)NCc2ccc(C(=O)N3CCN(C)CC3)cc2)c1
→ -0.4	-3	2	-6	0	1	-3	-1	-14	-5
> COC(=O)[C@]12C[C@H](CC(=O)NCc3cccc4ccccc34)C(=O)N(Cc3ccc4c(c3)OCO4)C1=C[C@H](C(C)(C)C)O[C@@H]2C
→ -0.2	-1	-13	0	-2	2	5	1	-3	-2
> CC(=O)NCCC(=O)Nc1ncc(S(=O)(=O)c2ccc([N+](=O)[O-])cc2)s1
→ 0.6	-5	-1	7	0	2	-6	1	-5	-7
> C[C@H](NC(=O)c1nc[nH]c1C(=O)NCCCCCNC(=O)OC(C)(C)C)C(=O)OC(C)(C)C
→ 0.0	0	-11	8	-3	-4	-2	0	10	1
> COC(=O)CN1C(=O)C(C)(C)Oc2ccc(C(=O)NC3CC3)cc21
→ 0.2	4	-3	-1	0	5	-2	0	-11	2
> O=C(NCc1cccnc1)c1sc2cc(Cl)ccc2c1Cl
→ 0.3	3	-10	-2	2	-5	4	16	21	-3
> CCOC(=O)C(CCCOc1ccccc1C)C(=O)OCC
→ 0.5	-1	7	-4	12*	-10	-6	0	-10	-11
> O=C(CCCCCCCC(=O)NCC1CCCO1)NCC1CCCO1 (stereo not given)
→ -0.5	-8	5	2	2	10	2	2	-1	7
> O=C1C(C23CC4CC(CC(C4)C2)C3)C(=O)N(c2ccccc2)N1c1ccccc1
→ 0.4	-13	0	-13	1	-3	0	-4	-3	1
> O=C1CS/C(=N\c2ccccn2)N1C1CCCCC1
→ 0.1	6	1	1	2	-1	1	2	3	2
> O=C(Nc1nc2nccc(-c3ccccc3)n2n1)c1ccccc1
→ -0.1	11	9	-1	-3	-7	-4	-1	-7	-9
> Cc1ccc(S(=O)(=O)N2CC(O)C[C@H]2C(=O)OCC(=O)N2CCN(c3ccc(F)cc3)CC2)cc1C (stereo not given in full)
→ -0.6	1	-7	6	0	-1	-8	-6	-3	-5
> CC(NC(=O)COc1ccc(-c2nnco2)cc1)c1ccc(Cl)cc1Cl (stereo not given)
→ 0.1	0	-7	14	2	-1	-1	2	8	4
> Cc1ccc(-n2cc(CN3CCNC(=O)CC3)c(-c3cccc(C)c3)n2)cc1
→ 0.8	1	-10	6	3	-5	0	2	-9	3
> O=C(NNC(=S)Nc1ccc(F)c(Cl)c1)C1CC1
→ 0.2	-2	9	-4	-1	2	-2	-1	-5	-5
> COc1ccc(C(=O)NC2CCCCC2)cc1OC1CCN(C(C)C)CC1
→ 0.3	5	4	6	3	3	-1	-1	-3	-6
> O=C1C=C(Nc2ccc(Cl)cc2Cl)CC(c2ccco2)C1 (stereo not given)
→ -0.1	3	-3	-7	-2	0	-7	2	-5	-6
> Cc1ccccc1C(=O)Oc1ccc(Sc2ccc(O)cc2)cc1
→ 0.5	11	-32	-2	2	2	2	-1	13	-2
> COc1cccc(/C=N/NC(=O)C(C)n2nnc3ccccc32)c1 (stereo not given)
→ 0.7	-8	-4	-4	5	0	0	10	20	2
> COC(=O)[C@H](CC(C)C)NCc1cccc(CN[C@@H](CC(C)C)C(=O)OC)c1
→ -0.7	4	14	3	6	-3	-3	5	-3	5

# The list continues.
# Values run as follows: KLK7 zymogen act	DDE Tn6 FP inh	HGIII-sPLA2 inh	ARFGAP1 inhibitor	PLC-gamma1 inh	DDE Tn7 FP inh	Rev-erbA mod	UHRF1 binding	ASAP1 GAP inh	PLC-beta3 inh
> O=C(OCc1ccc([N+](=O)[O-])cc1)c1cc(=O)c2ccccc2o1
→ 0.0	-1	1	-9	2	-2	4	2	5	-5
> CCCCCOc1ccc(Br)cc1/C(C)=N/NC1=NCCN1
→ 0.1	-10	-2	14	8	-3	7	-2	7	0
> Clc1ccccc1-c1ccc2ncnc(NCc3ccc4c(c3)OCO4)c2c1
→ -0.6	-2	-26	-1	-2	0	0	7	3	-5
> CC(=O)c1cccc(NC(=O)C2=CC(c3cccs3)=NS(=O)(=O)N2C)c1
→ 0.6	10	-16	1	-3	-1	-4	-2	14	-7
> Cc1ccc(NC(=O)c2cc(N3CCOCC3)nc3ccccc23)cc1
→ 3.0	4	-8	-10	-260	3	5	-4	12	-355

# As entered above.
# In ARFGAP1 inhibitor, Cc1ccc(NC(=O)c2cc(N3CCOCC3)nc3ccccc23)cc1 shows -10
# In ARFGAP1 inhibitor, CCCCCOc1ccc(Br)cc1/C(C)=N/NC1=NCCN1 shows 14

# Assay outcomes from PubChem.
